# Assay outcomes from PubChem.
# SR-BI HDL uptake – inhibitors of SR-BI mediated HDL lipid uptake, primary screen, ldlA[mSR-BI] cells, fluorescence, single point | Scavenger receptor class B member 1 (Mus musculus), Q61009 | ldlA[mSR-BI] CHO cells, DiI-HDL uptake fluorescence, 3 h | inhibition, % at 12.5 µM | hit rate 0.96% among 320,000 | AID 488896, 2010;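 active = mean replicate inhibition of at least 70% and a set share of replicates each scoring 70 or more; inconclusive = meets just one of the two criteria; inactive = fails both criteria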;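 also: 0% = median of neutral control wells and 100% = median of positive control wells; values of inactives mirror those of a sister screen read the other way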
# MITF TRPM1 HTS – activators of MITF-driven TRPM1 promoter reporter, primary screen, cell-based, SK-MEL-5, luciferase, single point; SK-MEL-5 TRPM1-promoter luciferase, 24 h; % of positive control, neutral wells = 0; hit rate 0.75% among 300,000; AID 588334, 2011; activation, % at 12.5 µM;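 active = mean activation of at least 80% with every replicate also reaching 80%; inconclusive = mean reaches 80% but some replicate falls short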;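 also: 0% = neutral control wells and 100% = parthenolide positive control wells; values of inactives mirror those of a sister screen read the other way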
# CDK5 inh – inhibitors of human CDK5/p35 kinase, primary screen, biochemical, single concentration; Recombinant CDK5/p35, ADP-Glo luminescence, 60 min; inhibition, % at 10 µM; hit rate 0.01% among 330,000; AID 488839, 2010;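 active = highest replicate inhibition of at least 50% and at least 75% of replicates reaching 50%; inconclusive = only one of the two criteria met; inactive = both criteria failed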;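 also: plate controls were DMSO neutral control for no effect and GW8510 at 10 µM for full effect; many of its hits are not listed in these tables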
# Target sequence (Q00535 whole entry, looked up): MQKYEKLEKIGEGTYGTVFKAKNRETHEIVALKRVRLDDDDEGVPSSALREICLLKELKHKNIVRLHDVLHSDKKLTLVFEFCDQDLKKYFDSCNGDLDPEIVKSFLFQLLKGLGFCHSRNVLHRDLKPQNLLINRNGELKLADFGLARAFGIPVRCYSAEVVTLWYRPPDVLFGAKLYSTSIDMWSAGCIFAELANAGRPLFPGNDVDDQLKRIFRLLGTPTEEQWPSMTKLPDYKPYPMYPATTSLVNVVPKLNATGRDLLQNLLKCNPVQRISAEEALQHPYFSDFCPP
# Target sequence (Q15078 whole entry, looked up): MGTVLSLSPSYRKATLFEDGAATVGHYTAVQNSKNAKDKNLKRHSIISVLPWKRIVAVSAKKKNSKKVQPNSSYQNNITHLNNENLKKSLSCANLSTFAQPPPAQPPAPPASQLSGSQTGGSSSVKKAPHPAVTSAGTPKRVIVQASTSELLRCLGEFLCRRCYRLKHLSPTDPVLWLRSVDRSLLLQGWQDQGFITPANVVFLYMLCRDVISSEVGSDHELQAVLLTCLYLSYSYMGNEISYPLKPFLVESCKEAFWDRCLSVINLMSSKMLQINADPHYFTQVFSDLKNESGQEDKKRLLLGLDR
# cardiac RTF act – cardiac RTF calcium sensitivity activators, primary screen, biochemical, IANBD-TnC fluorescence, EC20 calcium. Troponin I, cardiac muscle (Homo sapiens) + Troponin T, cardiac muscle (Homo sapiens) + …. IANBD-labeled TnC RTF fluorescence at EC20 calcium; 0% EC20 calcium, 100% full calcium. activation, % at 7.2 µM. hit rate 0.24% among 340,000;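 active = activation above the mean over all tested compounds plus 3 SD, cut at about 30% in these data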;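 also: rise in fluorescence read as greater calcium sensitivity of cardiac thin filaments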
# SR-BI DiI-HDL act – activators of SR-BI mediated DiI-HDL uptake, primary screen, ldlA[mSR-BI] CHO cells, DiI fluorescence; 3 h; 100 = double the neutral-control signal; AID 504775, 2011; hit rate 0.096% among 320,000; activation, % at 12.5 µM;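 active = mean replicate activation of at least 60% and every replicate at or above 60%; inconclusive = mean or all-replicate condition met, but not both; inactive = mean below 60% and not all replicates reaching 60%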;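 also: 0% = median plate neutral-control signal and 100% = twice that signal; values of inactives mirror those of a sister screen read the other way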
#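 System: LDL receptor-deficient CHO ldlA cells overexpressing murine SR-BI | Timing: 3 h uptake period with compound, 37 °C | Medium: HEPES-buffered (25 mM, pH 7.4) F12 plus 0.5% BSA | Dosing: Single-point compound dose | Signal: Bottom-read fluorescence, 550/595 nm | Read-out: Retained DiI signal reflecting DiI-HDL uptake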
# Wnt bcat act – Wnt/beta-catenin pathway activators, primary screen, cell-based, plate reader, single point; hit rate 1.2% among 300,000; activation, % at 9.35 µM; Wnt/beta-catenin reporter cell assay, activator; AID 743398, 2014; in the data active = activation above about 30%, passing the limit was not always enough; inconclusive = no clear call, values can overlap the other calls;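 also: 0% = neutral control wells and 100% = positive control wells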
# PvdQ inh – P. aeruginosa PvdQ acylase inhibitors, primary screen, biochemical, fluorescence, plate reader and imaging, single point; purified PvdQ acylase; inhibition, % at 10 µM; hit rate 0.063% among 340,000; AID 488965, 2010; in the data active = inhibition above about 30%, passing the limit was not always enough; inconclusive = no clear call, values can overlap the other calls;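 also: 0% = vehicle neutral wells and 100% = reference inhibitor wells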
# HTR5A ag ctr – HTR5A agonists in luminescence cell assay, primary screen, counter-screen for OPRM1-OPRD1 heterodimer agonist project, full-deck HTS; cell-based; 5-hydroxytryptamine receptor 5A (Homo sapiens), P47898; hit rate 0.61% among 340,000; activation, % at 9.3 µM; in the data active = activation mostly above about 9.5%, no sharp cut-off; inactive = mostly below about 7.6%;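 also: 0% = cells with vehicle only and 100% = reference agonist; strong numbers were not always called active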
# Target sequence (P47898 whole entry, looked up): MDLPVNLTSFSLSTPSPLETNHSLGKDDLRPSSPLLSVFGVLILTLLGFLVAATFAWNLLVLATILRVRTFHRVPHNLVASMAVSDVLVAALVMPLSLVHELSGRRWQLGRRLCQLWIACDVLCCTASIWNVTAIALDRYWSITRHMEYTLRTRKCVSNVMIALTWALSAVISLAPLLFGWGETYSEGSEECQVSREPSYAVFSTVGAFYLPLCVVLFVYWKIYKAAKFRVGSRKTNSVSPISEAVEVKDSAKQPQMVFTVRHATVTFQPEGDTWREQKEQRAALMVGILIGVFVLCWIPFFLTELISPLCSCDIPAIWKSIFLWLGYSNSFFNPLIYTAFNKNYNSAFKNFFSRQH
# Rtt109 Vps75 – inhibitors of C. albicans Rtt109/Vps75 HAT, primary screen, biochemical, ThioGlo CoA-SH fluorescence, plate reader; Histone acetyltransferase RTT109 (Candida albicans (strain SC5314 / ATCC MYA-2876)), …; purified Rtt109/Vps75, 4 h; inhibition, % at 34.9 µM; hit rate 0.16% among 330,000; AID 540336, 2011;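 active = inhibition of at least 50% in every replicate; inconclusive = best replicate reaches 50% inhibition but some replicates fall short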
# dFosB act – activators of delta FosB homodimer, primary screen, biochemical, fluorescence polarization, TAMRA-CDK5 oligo, single point; purified delta FosB; percent of positive-control signal above neutral wells; AID 493131, 2011; Protein FosB (Mus musculus), P13346; hit rate 0.99% among 340,000; activation, % at 25 µM;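 active = mean activation above about 17%, with every replicate also reaching it, limit read from the data, passing the limit was not always enough; inconclusive = only one of the two conditions met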;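 also: fluorescence polarization rise as delta FosB binds a TAMRA Cdk5 AP-1 oligo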
# An asterisk follows results filed as active; ? = inconclusive; nt = no result given; & = joins results of further samples.
SMILES,SR-BI HDL uptake,MITF TRPM1 HTS,CDK5 inh,cardiac RTF act,SR-BI DiI-HDL act,Wnt bcat act,PvdQ inh,HTR5A ag ctr,Rtt109 Vps75,dFosB act
N#Cc1cccc(C(c2nnnn2C2CCCC2)N2CCCCCC2)c1 (stereo not given),45,6,1.0,-3,-45,2,2,-9,8,-11
CC(C)(C)OC(=O)NCCc1nnc(SCC(=O)c2ccc(Cl)cc2)o1,51,-1,-2.2,-5,-51,-3,3,6,1,-4
COc1cc(C(F)(F)F)c(C(=O)N(C)Cc2cc(Cl)cc(Cl)c2)cn1,8,3,0.1,-1,-8,-2,-8,8,-9,-7
COC(=O)CNS(=O)(=O)c1ccc(Cc2ccc(S(=O)(=O)NCC(=O)OC)cc2)cc1,13,0,-14,3,-13,-2,-18,-2,-4,-2
CCCOC(=O)C1=C(C)NC2=C(C(=O)CCC2)C1c1ccc(N(C)C)cc1 (stereo not given),26,-1,-0.4,-5,-26,-1,-2,5,11,-7
O=C1/C(=C\c2cccc(O)c2O)SC(=S)N1Cc1ccccc1,133*,nt,7.3,-13,-133,4,-13,0,-1,-4
COc1ccc(C(=O)Nc2ncccc2C)cc1S(=O)(=O)N1CCCc2ccccc21,1,-17,1.0,0,-1,-1,1,-4,2,-8
CC1(C)Cc2nc3[nH]c(=S)[nH]c(=O)c3cc2CO1,-5,-1,0.0,-2,5,6,7,2,3,-2
COc1ccc(NCC(=O)N/N=C/C(C)c2ccccc2)cc1 (stereo not given),-26,6,-0.7,-10,26,0,5,8,5,-1
COCCNC(=O)C(c1ccc(F)cc1)N(Cc1ccccc1)C(=O)CCC(=O)Nc1ccccn1 (stereo not given),nt,3,-1.6,-3,nt,-2,-3,2,-4,-4
O=C(COC(=O)C1CC(=O)N(Cc2ccco2)C1)Nc1nc(-c2ccc(F)cc2)cs1 (stereo not given),26,38,-2.2,-3,-26,-1,-13,2,2,-8
COc1cccc(-c2nc(CS(=O)CC(=O)NCCCOC(C)C)c(C)o2)c1 (stereo not given),nt,nt,-1.0,3,nt,nt,-10,-3,3,-5
CCc1cccc(NC(=O)c2ccc(Cn3c(=O)[nH]c4ccsc4c3=O)cc2)c1,-11,-6,0.4,-2,11,-3,6,5,5,-8
CCCc1nc2ccccc2c(C(=O)N(CC)CC(=O)NCc2cccs2)c1CC,29,-3,-2.0,4,-29,1,-15,-1,-1,-9
CCOc1ccccc1OCCCC(=O)NC1=NCCS1,9,-4,2.4,-2,-9,nt,13,5,-10,-6
C[C@@H]1CC=C[C@@H]2[C@H]1C(=O)N(Cc1ccccc1)[C@H]2c1cccc(Br)c1,6,18,2.7,-5,-6,-1,1,2,-12,0
O=c1[nH]c2cc3c(cc2cc1C(c1nnnn1Cc1ccccc1)N1CCCCCC1)OCCO3 (stereo not given),4,-22,0.8,0,-4,2,-12,0,-3,28*
Cc1noc(C)c1COc1ccccc1C(=O)NC(C)CCc1ccccc1 (stereo not given),-34,-6,-0.9,0,34,-5,14,-1,11,-9
COCCn1c(=NC(=O)CSCC(=O)N2CCOCC2)sc2ccccc21,3,9,0.8,-5,-3,-1,-4,3,8,5
O=C1CCCN1C(=O)CSc1ccc2ccccc2n1,-2,-5,-0.8,-4,2,-2,-9,5,-2,-7
C=CCn1c(SCC(=O)N(C)C2CCS(=O)(=O)C2)nc2ccccc2c1=O (stereo not given),-5,-8,4.1,1,5,-2,-6,-6,-2,1
COc1ccc(Cn2c(=O)[nH]c3cc(C(=O)NCCCN4CCCC4)ccc3c2=O)cc1,7,8,-1.6,-1,-7,-9,-1,7,7,1
O=C(Nc1ccc(F)cc1F)NC1CC1,-18,-6,0.3,-3,18,0,2,-1,nt,-2
CN(C)C(=O)C[n+]1ccc(/C=N/O)cc1,-27,9,-1.6,-1,27,-3,1,-1,11,-2
Cn1c(SCC(=O)c2ccccc2)nnc1-c1ccco1,-19,30,0.4,-6,19,40*,-5,2,6,3
N#C/C(=C/c1ccc(OCc2ccccc2)cc1)C(=O)NC1CCCCC1,16,nt,-0.1,-1,-16,0,-1,4,-8,2
O=C(NCCCCC(NC(=O)c1ccc([N+](=O)[O-])cc1)C(=O)O)c1ccc([N+](=O)[O-])cc1 (stereo not given),-5,6,-5.9,6,5,nt,-5,-3,-3,1
C/C(=C\C(=O)c1ccccc1)NNc1nc2ccccc2s1,23,6,-2.0,-8,-23,13,5,4,7,-5
COc1ccc(OCCNC(=O)c2cc(C3CC3)nc3c2cnn3C(C)C)cc1,24,4,1.2,-2,-24,0,-30,-2,1,-13
CCOc1ccc(NC(=O)c2ccc3c(=O)n(-c4ccc(OC)cc4OC)c(=S)[nH]c3c2)cc1,70,-3,2.4,6,-70,-2,-4,-4,6,3
COc1nc(N(C)S(=O)(=O)c2ccc(C)cc2)nc(C)c1Br,30,6,0.7,-5,-30,-2,-2,1,7,7
Cc1ccc(/C(N)=N/OC(=O)c2ccco2)cc1,3,nt,0.6,1,-3,?,-7,-1,-5,-4
CCN(CC)S(=O)(=O)c1ccc(NS(=O)(=O)c2ccc(F)cc2)cc1,nt,-3,0.1,0,nt,nt,-8,-1,-14,-4
CCn1nnc2cc(C(=O)Nc3ccc(C(=O)OC(C)C)cc3)ccc21,49,-21,0.4,3,-49,-5,-9,2,-9,-9
C=CCNc1cc(N2CCCC2)ccc1[N+](=O)[O-],42,-2,-3.7,1,-42,-2,-26,1,1,-7
O=C1CC(c2cccc(Cl)c2)CC(O)=C1C=Nc1cccc(Cl)c1 (stereo not given),-11,0,-0.3,5,11,nt,6,4,0,4
Cc1ccc2c(NC(=O)c3ccco3)cccc2n1,-8,-2,-0.2,-3,8,2,-8,4,-19,-6
CCCCC(=O)NNC(=S)NC(=O)CCC,-9,-3,0.8,-7,9,nt,-5,-3,-12,0
Cc1csc(=O)n1CC(=O)OCC(=O)Nc1ccc(Cl)cc1F,-22,-4,-0.3,2,22,-1,-1,1,1,4
CCOc1ccc(CCN2C(=O)c3cccnc3C2=O)cc1OCC,4,6,-3.8,1,-4,-3,-9,-5,-6,-1
COCCCNC(=O)CCCn1c(=O)c2ccccc2n(CC(=O)Nc2c(C)cccc2C)c1=O,-14,6,0.9,6,14,0,-19,6,1,-1
CN1C(=O)NC(=O)C1c1ccccc1 (stereo not given),-6,-4,0.9,0,6,1,-7,0,-5,-3
Cc1cccc(NC(=O)c2onc3c2CCCC3)n1,nt,-28,4.0,5,nt,7,-9,-1,-14,-10
O=C(Cc1cccs1)NCc1ccc2c(c1)OCO2,-17,32,-0.1,-7,17,nt,8,10,1,3
COc1ccc(C(=O)c2c3ccc(C(F)(F)F)cc3[n+]([O-])n2CCCN)cc1,-9,11,1.0,4,9,-4,9,11,15,3
CC(=O)NC(NC(C)=O)c1ccc(N(C)C)cc1,12,nt,-0.9,3,-12,nt,-4,-5,2,-7
COc1ccc(C(=O)O)cc1S(=O)(=O)Nc1cccc(C)c1,-17,nt,-1.3,1,17,nt,5,-1,13,-4
Nc1ccc2c(O)cc(S(=O)(=O)O)cc2c1,4,-11,nt,58*,-4,-5,-11,2,-1,-13
Cc1c(C(=O)NCc2c(F)cc(F)cc2F)oc2ccc(S(=O)(=O)N3CCOCC3)cc12,nt,0,-0.7,-3,nt,-3,-12,3,16,-4
CCCCN(C(=O)C1CSC2(C)CCC(=O)N12)c1c(N)n(CC(C)C)c(=O)[nH]c1=O (stereo not given),-17,-13,3.2,-1,17,-1,-23,-6,-20,5
CC1CCC(C(C)C)C(OC(=O)Cn2c(-c3ccccc3)[n+](C)c3ccccc32)C1 (stereo not given),-34&1,-86&-89,-0.9&0.9,26&4,34&-1,-2&-10,-4&-4,9&8,35&24,0&-7
CC(C)(C)[C@H](N)C(=O)N[C@H]1CCC2C3CC=C4C[C@@H](O)CC[C@]4(C)C3CC[C@@]21C (stereo not given in full),-5,nt,-3.0,-2,5,-4,-13,7,2,-26
C1CCC2(CC1)C1=C(CCCC1)Nc1nnnn12,4,nt,-2.9,5,-4,-8,-6,7,10,-4
Cc1nc2ccccc2nc1OCC(=O)NCc1ccc2c(c1)OCO2,-16,-2,-1.4,-5,16,nt,5,-1,1,1
Cc1ccc(NC(=O)Nc2ccc(F)cc2)cc1Cl,42,43,-9.9,16,-42,8,2,6,-4,-8
COc1ccc(NC(=O)CC2(CC(=O)N3CCOCC3)CCCC2)cc1Cl,3,3,-5.7,-1,-3,-4,-6,1,3,-11
Cc1ccc(NC(=O)C2CCCN2C(=O)Oc2ccccc2)cc1C (stereo not given),-7,2,1.2,1,7,-3,-16,-3,-2,-2
CCC(C)Sc1ccc([C@H]2N[C@@](C)(C(=O)OC)[C@H]3C(=O)N(CC)C(=O)[C@@H]23)cc1OC (stereo not given in full),-14,3,1.3,-3,14,-2,-3,-1,-2,-1
Cc1ccc(S(=O)(=O)N(C)CCCC(=O)Nc2ccncc2)cc1,-12,-17,0.7,0,12,-4,-12,-3,5,1
Cc1ccc(S(=O)(=O)N2CCN(CCNC(=O)C(=O)NCc3ccccc3)CC2)cc1,nt,-12,-0.9,-5,nt,0,-9,3,2,-10

# Next part:
SMILES,SR-BI HDL uptake,MITF TRPM1 HTS,CDK5 inh,cardiac RTF act,SR-BI DiI-HDL act,Wnt bcat act,PvdQ inh,HTR5A ag ctr,Rtt109 Vps75,dFosB act
CCN(CC)S(=O)(=O)c1ccc(Oc2ccccc2OC)cc1,60,-3,2.3,-4,-60,6,6,5,7,-2
COc1ccc(N2C(=O)CC(N3CCN(Cc4ccc5c(c4)OCO5)CC3)C2=O)cc1 (stereo not given),-9,-3,-4.0,-3,9,-1,2,-6,-2,7
CC1(OC(=O)CCc2ccccc2)C(=O)C=C2C=C(c3ccc(C#N)cc3)N(c3ccccc3)C=C2C1=O (stereo not given),15,5,1.6,-3,-15,-2,1,13,0,-9
CCS(=O)(=O)N1CCN(C(=O)c2cccc(OC)c2)CC1,-12,9,0.2,-4,12,nt,2,12,5,-8
CCN(CC)C(=O)c1ccc2c(=O)n(Cc3ccc4c(c3)OCO4)c(=S)[nH]c2c1,-7,0,0.2,4,7,0,15,3,-12,3
